Screens as filed in PubChem BioAssay.
AGP1 TOR yeast – yeast TOR pathway AGP1-GFP modulation; GFP response vs DMSO, % at 10 µM; S. cerevisiae AGP1-GFP multiplex flow cytometry, 3 h; GFP as percent of DMSO wells; 0.02% of 320,000 active;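 active = GFP response relative to DMSO above a set limit, near screen average plus 3 SD, cut at about 150% in these data; inconclusive = fewer than 70 cells counted for the yeast strain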;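 note: median GFP channel fluorescence of the gated AGP1 strain per well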
VLA-4 inh – inhibition in a human VLA-4 binding assay; P13612; 0.2% of 330,000 active; VLA-4 expressing cells, ligand binding flow cytometry; inhibition, % (about 7 µM as worked out from the volumes in the protocol); in the data active = inhibition above about 50%
MCL1 BIM primary – MCL1-BIM-BH3 interaction inhibition (human). Q07820. GST-MCL1 / FITC-Bim-BH3 fluorescence polarization. inhibition, % at 10.9 µM. 0.68% of 320,000 active;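 active = inhibition above the mean inhibition of all tested compounds plus 3 SD, set per campaign, cut at about 40% in these data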;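 note: 0% = DMSO wells and 100% = unlabeled Bim-BH3 peptide control; higher means more loss of mP so more displacement of Bim peptide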
GLD-1 TGE inh – GLD-1-TGE RNA interaction inhibition (C. elegans) | Q17339 | purified GLD-1 + fluorescein TGE RNA, fluorescence polarization | inhibition, % at 5.96 µM | 0.44% of 320,000 active | AID 2280;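 active = percent inhibition above a per-plate cutoff, the plate mean of test compounds plus 3 SD, cut at about 30% in these data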;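 note: 0% = DMSO wells with GLD-1 and probe and 100% = wells lacking GLD-1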
GRK2 aptamer HTS – human GRK2 inhibition via aptamer displacement. bead flow cytometry, FAM-aptamer displacement from GRK2. inhibition of aptamer binding, % at 10 µM. 0.59% of 330,000 active;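 active = inhibition of aptamer binding above 40%, roughly 3 SD of noise, on plates passing a quality check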;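 note: median bead fluorescence of bound FAM aptamer so fluorescent compounds give negative values; no value below 0 was filed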
Target sequence (P25098 whole entry, looked up): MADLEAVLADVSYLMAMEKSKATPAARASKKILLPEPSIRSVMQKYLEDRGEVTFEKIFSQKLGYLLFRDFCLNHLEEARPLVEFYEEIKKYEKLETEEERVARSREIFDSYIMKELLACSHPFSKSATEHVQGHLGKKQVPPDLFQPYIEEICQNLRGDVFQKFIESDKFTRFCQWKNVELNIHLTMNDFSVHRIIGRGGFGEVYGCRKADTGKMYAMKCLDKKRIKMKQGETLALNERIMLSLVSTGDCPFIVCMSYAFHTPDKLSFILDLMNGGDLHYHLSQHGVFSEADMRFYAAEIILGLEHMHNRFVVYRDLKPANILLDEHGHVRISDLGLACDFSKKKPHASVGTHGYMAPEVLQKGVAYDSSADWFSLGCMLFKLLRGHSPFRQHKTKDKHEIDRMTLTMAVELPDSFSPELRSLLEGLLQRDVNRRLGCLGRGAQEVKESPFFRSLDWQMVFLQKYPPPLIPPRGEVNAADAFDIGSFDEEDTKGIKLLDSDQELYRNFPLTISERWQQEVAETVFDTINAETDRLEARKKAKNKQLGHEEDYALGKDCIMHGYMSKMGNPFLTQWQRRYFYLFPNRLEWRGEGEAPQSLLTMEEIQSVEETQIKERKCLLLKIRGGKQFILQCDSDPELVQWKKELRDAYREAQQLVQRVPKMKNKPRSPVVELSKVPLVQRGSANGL
BCLXL inh – inhibitors of human Bcl-xL. 0.7% of 320,000 active. GST-Bcl-xL / FITC-Bim BH3 peptide fluorescence polarization. inhibition, % at 10.9 µM. Q07817;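 active = inhibition above the mean of all tested compounds plus 3 SD, cutoff set per campaign, cut at about 30% in these data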;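 note: 0% = DMSO wells and 100% = unlabeled Bim-BH3 peptide competitor; inhibitors lower millipolarization by displacing the labeled peptide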
Target sequence (Q07817 whole entry, looked up): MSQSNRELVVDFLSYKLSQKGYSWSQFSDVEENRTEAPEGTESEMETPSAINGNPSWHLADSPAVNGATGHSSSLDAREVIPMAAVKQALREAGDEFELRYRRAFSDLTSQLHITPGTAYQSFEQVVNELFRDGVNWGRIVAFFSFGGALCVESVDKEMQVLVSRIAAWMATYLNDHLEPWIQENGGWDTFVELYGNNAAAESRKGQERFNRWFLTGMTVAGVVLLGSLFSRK
Fam108B inh – Fam108B inhibition, counter-screen for RBBP9 inhibitors; recombinant Fam108B, FP-Rh probe fluorescence polarization; AID 1947; 0.33% of 300,000 active; inhibition, % at 9.51 µM;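 active = inhibition above the screen mean inhibition plus 3 SD, computed separately per campaign, cut at about 18% in these data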;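 note: inhibitors lower polarization as less probe binds the enzyme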
MEX-5 binding – C. elegans MEX-5 TCR-2 RNA binding activity; MEX-5/FITC-TCR2 RNA binding, fluorescence polarization; active compounds read low; activity score (negative = inhibition of binding), % at 10 µM; 0.38% of 300,000 active; AID 1832;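 active = inhibition past about -25% in most replicates, and total fluorescence under double the plate's negative control median, limit read from the data; inconclusive = replicates evenly split on the limit, or fluorescence at least double controls; inactive = too little inhibition in most replicates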;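 note: 0% = DMSO and -100% = 5 µM competing unlabeled TCR2 RNA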
CIT2-GFP yeast – modulators of TOR pathway CIT2-GFP in S. cerevisiae. S. cerevisiae CIT2-GFP strain, flow cytometry, 3 h; 100 means same as DMSO wells. 0.065% of 320,000 active. GFP response vs DMSO, % at 10 µM;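 active = GFP response relative to DMSO above a set limit, near the screen mean plus 3 SD, cut at about 150% in these data; inconclusive = Fewer than 70 cells measured for a yeast strain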;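 note: ratio of well median GFP fluorescence to mean of DMSO wells on the plate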
Active calls of the source: *; ? = inconclusive; . = no result given; [ ] = dose if it differs, or a comment. Rows are unselected. Share with any hit: about 2.2%.

SMILES	AGP1 TOR yeast	VLA-4 inh	MCL1 BIM primary	GLD-1 TGE inh	GRK2 aptamer HTS	BCLXL inh	Fam108B inh	MEX-5 binding	CIT2-GFP yeast
O=C(Nc1ccc(Cl)c(Cl)c1)N1CCSCC1	103	3	-3	1	6	5	9	1.1	104
CC(C)=CCCC(C)CN1CCC(n2nccc2NC(=O)C2CCCC2)CC1 (centres undefined)	98	7	2	5	0	6	-2	-0.5	92
CC(=O)Oc1ccc(C(=O)Nc2cccc(C(=O)NC(C)(C)C)c2)cc1	99	19	-5	-7	0	1	-3	0.8	104
O=C(c1ccc(Cl)cc1)[C@@H]1[C@@H]2C(=O)N(c3ccc(Cl)cc3)C(=O)[C@@H]2C2c3ccccc3C=NN21 (some centres undefined)	92	3	-25	-15	2	-13	-9	3.7	89
CC1CC2=C(CC1/C=N/NC(N)=S)C(C)(C)CCC2 (centres undefined)	106	-4	11	9	3	0	2	0.4	94
O=C(COc1ccccc1Cl)NC(=S)N1CCc2ccccc21	98	23	4	5	0	6	-4	-2.2	95
Cc1ccccc1N1OC2C(=O)N(c3ccc(F)cc3)C(=O)C2C1c1ccccn1 (centres undefined)	96	11	6	7	0	5	2	0.0	95
CCN(CC)CCCn1c2c(c(SCC(=O)Nc3nccs3)nc1=O)CCC2	108	11	6	-8	2	5	-1	0.3	106
O=C(O)c1cc(-c2ccccc2)n(-c2ccc(Cl)cc2)n1	109	10	3	-1	0	4	-1	2.4	102
Cc1ccc(C(=O)OCc2nc(N)nc(Nc3ccccc3C)n2)cc1	102	23	-15	2	0	-8	5	-0.5	103
Cn1c(=O)c2c(nc(CN3CCN(C(=O)c4ccco4)CC3)n2CCc2ccccc2)n(C)c1=O	102	-9	6	6	1	7	-2	-3.3	100
CCC(=O)c1ccc(/C=C/c2nc3ccccc3n2C)o1	107	6	17	6	2	20	3	-3.3	.
CCOC(=O)N1CCN(C(=O)c2oc3ccc(S(=O)(=O)N(CC)CC)cc3c2C)CC1	87	6	-3	-12	6	2	9	1.9	92
CN(C(=O)c1cccc(COc2ccc(Cl)cc2Cl)c1)c1ccccc1	?	11	6	1	3	3	-2	.	?
N#Cc1cccnc1N1CCC(C(N)=O)CC1	100	0	0	1	2	4	2	-0.7	99

A second format for 11 compounds above.
Screens in order: AGP1 TOR yeast, VLA-4 inh, MCL1 BIM primary, GLD-1 TGE inh, GRK2 aptamer HTS, BCLXL inh, Fam108B inh, MEX-5 binding, CIT2-GFP yeast
O=C(Nc1ccc(Cl)c(Cl)c1)N1CCSCC1
    103, 3, -3, 1, 6, 5, 9, 1.1, 104
CC(C)=CCCC(C)CN1CCC(n2nccc2NC(=O)C2CCCC2)CC1 (centres undefined)
    98, 7, 2, 5, 0, 6, -2, -0.5, 92
CC(=O)Oc1ccc(C(=O)Nc2cccc(C(=O)NC(C)(C)C)c2)cc1
    99, 19, -5, -7, 0, 1, -3, 0.8, 104
O=C(c1ccc(Cl)cc1)[C@@H]1[C@@H]2C(=O)N(c3ccc(Cl)cc3)C(=O)[C@@H]2C2c3ccccc3C=NN21 (some centres undefined)
    92, 3, -25, -15, 2, -13, -9, 3.7, 89
CC1CC2=C(CC1/C=N/NC(N)=S)C(C)(C)CCC2 (centres undefined)
    106, -4, 11, 9, 3, 0, 2, 0.4, 94
O=C(COc1ccccc1Cl)NC(=S)N1CCc2ccccc21
    98, 23, 4, 5, 0, 6, -4, -2.2, 95
Cc1ccccc1N1OC2C(=O)N(c3ccc(F)cc3)C(=O)C2C1c1ccccn1 (centres undefined)
    96, 11, 6, 7, 0, 5, 2, 0.0, 95
CCN(CC)CCCn1c2c(c(SCC(=O)Nc3nccs3)nc1=O)CCC2
    108, 11, 6, -8, 2, 5, -1, 0.3, 106
O=C(O)c1cc(-c2ccccc2)n(-c2ccc(Cl)cc2)n1
    109, 10, 3, -1, 0, 4, -1, 2.4, 102
Cc1ccc(C(=O)OCc2nc(N)nc(Nc3ccccc3C)n2)cc1
    102, 23, -15, 2, 0, -8, 5, -0.5, 103
Cn1c(=O)c2c(nc(CN3CCN(C(=O)c4ccco4)CC3)n2CCc2ccccc2)n(C)c1=O
    102, -9, 6, 6, 1, 7, -2, -3.3, 100

Further records follow.
SMILES	AGP1 TOR yeast	VLA-4 inh	MCL1 BIM primary	GLD-1 TGE inh	GRK2 aptamer HTS	BCLXL inh	Fam108B inh	MEX-5 binding	CIT2-GFP yeast
COc1cc(C)ccc1OCC(=O)NCC1CCCO1 (centres undefined)	103	0	.	6	0	.	.	.	111
OC1CCCN(CC(O)COC(c2ccccc2)c2ccccc2)C1 (centres undefined)	106	-3	-34	-9	0	-16	-3	-0.6	105
COC(=O)CN(c1nc(C)c(Br)c(OC)n1)S(=O)(=O)c1ccc(C)cc1	100	-21	3	-4	1	4	0	2.8	105
O=C(CSc1ncnc2ccccc12)NC1CCS(=O)(=O)C1 (centres undefined)	97	-5	.	5	0	.	.	.	92
O=C(NNC(=O)c1cc2cc(OC(F)(F)F)ccc2[nH]1)c1cccc(C(F)(F)F)c1	107	3	3	3	3	5	-7	-1.3	100
COc1ccc2[nH]c(C(=O)Nc3cccc(C)n3)cc2c1	83	-4	1	-1	0	5	-2	1.1	84
COC(=O)c1ccc2nc(NC(=O)C(C)(C)C)sc2c1	92	6	-1	-7	0	5	-2	-1.6	92
COc1ccc(NC(=O)c2cc(S(=O)(=O)N3CCS(=O)(=O)CC3)ccc2Cl)cc1	24	-14	8	-4	2	2	6	-4.0	106
O=C(Cn1nc(C(F)F)cc1C1CC1)N1CCCC1	96	2	2	5	2	3	-2	3.0	103
Cc1cccc(NC(=O)CCCc2ccccc2)c1	101	6	12	0	0	3	-1	0.0	101
Cc1ccc(Nc2nc(CSc3nnc(-c4ccncc4)n3C)cs2)cc1	114	13	8	3	1	1	0	2.3	107
Cc1cc2ccccn2c1C(=O)c1ccncc1	83	4	2	2	0	8	1	1.5	78
O=C1OC(Nc2cc(Br)cc3cccnc23)c2ccccc21 (centres undefined)	92	-11	90*	11	3	64*	47*	.	91
Cn1c(CSCc2ccc(F)cc2)n[nH]c1=S	115	-1	.	.	0	.	.	0.0	120
COc1ccc(CNS(=O)(=O)c2ccc(S(=O)(=O)N3CCCCC3)cc2)cc1	90	6	5	-2	18	5	-4	-2.0	90
Cc1cc2c(cc1S(=O)(=O)CCC(=O)NCCc1ccccc1)OCC(=O)N2	108	-20	3	-4	4	3	-1	-0.8	105
CN(C)CCCNc1ccc(-c2n[nH]c(=O)c3ccccc23)cc1[N+](=O)[O-]	98	0	10	-4	0	1	4	-1.1	104
COc1ccc(/C=N/NC(=O)Cn2cnc3ccccc3c2=O)cc1	22[may fluoresce violet]	-4	9	4	0	3	5	2.0	?
O=C(NCc1ccccn1)Nc1ccc2c(c1)OCO2	104	-51	6	10	2	6	3	0.0	105
CC(=O)Nc1ccc2c(c1)c1ccccc1n2C(C)=O	95	5	-2	-1	0	-4	5	1.0	91
CCc1cccc(CC)c1NC(=O)COC(=O)c1cccc(S(=O)(=O)N2CCc3ccccc3C2)c1	100	-33	4	5	2	7	0	-0.9	98
O=C(NCc1cccs1)C1CCC(=O)N(Cc2cccc(C(F)(F)F)c2)C1 (centres undefined)	93	8	5	12	0	5	2	1.4	.
O=C(CSc1nnc(COc2cccc3ccccc23)o1)N1c2ccccc2CCc2ccccc21	101	6	6	-1	2	7	3	3.1	101
CCCS(=O)(=O)N1CCN(Cc2ccccc2[N+](=O)[O-])CC1	100	6	6	-2	0	6	-6	-1.6	95
Cc1ccc(-n2c(SCC(=O)NCc3ccco3)nc3c(sc4ccccc43)c2=O)cc1	102	5	5	7	1	8	-5	-2.3	101
CCn1c(SCc2nc(-c3ccc(Cl)cc3)no2)nnc1-c1ccco1	95	5	-3	0	0	4	-2	2.2	95
Cn1cccc1C(=O)NCc1ccc(Cl)cc1	94	7	-3	-1	0	6	0	-2.8	84
CCCNC(=O)CCc1c(C)nc2c(c(C)nn2-c2ccc(C)cc2)c1C	94	7	7	2	0	7	0	-1.9	97
COc1ccc(S(=O)(=O)N(CC(=O)N2CCOCC2)Cc2ccccc2)cc1C	93	3	-8	3	0	-4	1	-1.1	91
O=C(COC(=O)c1ccc(S(=O)(=O)C(F)F)cc1)Nc1cccnc1Cl	100	-1	-5	1	3	0	2	-0.6	80

Another view of 2 compounds above:
molecule | AGP1 TOR yeast | VLA-4 inh | MCL1 BIM primary | GLD-1 TGE inh | GRK2 aptamer HTS | BCLXL inh | Fam108B inh | MEX-5 binding | CIT2-GFP yeast
CC(=O)Nc1ccc2c(c1)c1ccccc1n2C(C)=O | 95 | 5 | -2 | -1 | 0 | -4 | 5 | 1.0 | 91
CCc1cccc(CC)c1NC(=O)COC(=O)c1cccc(S(=O)(=O)N2CCc3ccccc3C2)c1 | 100 | -33 | 4 | 5 | 2 | 7 | 0 | -0.9 | 98

Next section
SMILES	AGP1 TOR yeast	VLA-4 inh	MCL1 BIM primary	GLD-1 TGE inh	GRK2 aptamer HTS	BCLXL inh	Fam108B inh	MEX-5 binding	CIT2-GFP yeast
CCC(C)c1ccc(NC(=O)N2CCOCC2)cc1 (centres undefined)	100	11	3	4	0	0	-4	-3.2	97
COC(=O)c1ccc(-c2noc(CN(Cc3ccncc3)CC3CCCO3)n2)cc1 (centres undefined)	106	-1	2	4	4	4	-3	1.9	.
COCC1CCN(c2nc3nonc3nc2N2CCSCC2)C1 (centres undefined)	106	3	1	-12	0	6	-3	1.8	108
COc1ccc(C2CC(c3cccc(Cl)c3)n3nc(N)nc3N2)cc1 (centres undefined)	109	5	8	3	1	9	2	2.1	113
COc1ccc(C(=O)OCC(=O)Nc2c(C)n(C)n(-c3ccccc3)c2=O)cc1OC	101	-4	-3	-1	0	-1	.	.	101
COc1ccc(CNCC(O)(c2ccccc2)c2ccc(Cl)cc2)cc1 (centres undefined)	95	12	7	-5	4	0	-7	1.2	99
O=C(N/N=C/C(Br)=C\c1ccccc1)c1cccs1	96	4	2	2	0	5	-7	1.0	94
COc1ccc(-n2c(=S)[nH]c3cc(C(=O)NCCCN4CCOCC4)ccc3c2=O)c(OC)c1	95	9	7	-3	0	7	3	-0.8	99
O=C(O)c1ccc(CSc2nnnn2-c2ccc(F)cc2)cc1	102	13	-8	-3	1	2	-7	-1.2	106
N=c1c(S(=O)(=O)c2ccc(Br)cc2)cc2c(=O)n3ccccc3nc2n1C1CCCCC1	87	4	-1	-1	1	2	-5	-45*	89
COc1cccc(NC(=O)CN(C)C(=O)/C=C/c2cn(-c3ccccc3)nc2-c2ccc(C)cc2)c1	103	3	-5	3	2	3	-40	1.0	96
Cc1ccc(CNC(=O)CCNC(=O)N2CCn3c2nc2ccccc23)cc1	101	11	-1	-1	2	2	-2	0.0	102
CC1CCCCC12NC(=O)N(CC(=O)Nc1sccc1C(N)=O)C2=O (centres undefined)	95	17	7	1	1	9	.	.	101
c1ccc2c(Nc3ccc4c(c3)OCCO4)c3c(nc2c1)CCC3	101	-6	9	-5	0	8	1	-1.7	95
CCOc1ccc(CCNC(=O)c2nnc(Cc3ccc(F)cc3)o2)cc1OCC	103	0	1	-5	0	-2	2	-3.4	104
CCN(CC)C1=N/C(=C\c2ccco2)C(=O)N1c1ccccc1	88	-13	12	11	5	17	-2	0.1	89
CCOC(=O)c1[nH]c2ccccc2c1NC(=O)CCN1CCN(C(=O)OCC)CC1	96	22	-4	7	0	1	3	0.7	86
Cc1c(Cl)c(-c2n[nH]c(=S)n2-c2ccc(F)cc2)nn1C	99	5	-2	-5	0	-11	0	-1.3	.
